Screens (PubChem BioAssay)
D3 antag – antagonists of human D3 dopamine receptor | max response, negative = inhibition, % | P35462 | AID 652054 | D3R cells, DiscoveRx beta-arrestin luminescence, antagonist mode; active compounds read low | actives 2.5% (n = 360,000); in the data active = max response below about -50%; inconclusive = no clear call, values can overlap the other calls; note: % is set by controls: 0 for no effect and ±100 for the full control effect; mostly tested at two doses, the higher about 12 µM
Target sequence (P35462 whole entry, looked up): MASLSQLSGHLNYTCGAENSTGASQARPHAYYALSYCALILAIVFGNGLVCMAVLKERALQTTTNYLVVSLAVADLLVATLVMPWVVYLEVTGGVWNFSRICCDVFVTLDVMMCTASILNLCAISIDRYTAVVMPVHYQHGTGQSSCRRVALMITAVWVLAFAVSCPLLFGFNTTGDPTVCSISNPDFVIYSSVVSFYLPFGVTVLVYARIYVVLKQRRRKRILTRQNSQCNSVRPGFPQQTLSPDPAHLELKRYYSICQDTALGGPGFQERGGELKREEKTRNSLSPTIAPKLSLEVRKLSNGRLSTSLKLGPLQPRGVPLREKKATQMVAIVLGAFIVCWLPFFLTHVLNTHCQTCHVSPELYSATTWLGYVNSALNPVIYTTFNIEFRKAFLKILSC
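Cells expressing the human receptor were seeded at 1500 cells/well, incubated overnight at 37 degrees C in 5% CO2, then exposed to library compounds with dopamine controls for 90 minutes at 37 degrees C before luminescent detection.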
TDP-43 yeast inh – rescues yeast growth from TDP-43 toxicity; TDP-43 expressing yeast growth rescue, BacTiter-Glo, 24 h; Potency, µM (titrated, usually from 46.1 µM), inactives show at the highest dose growth rescue (activation), most hits filed as activators; actives 1.8% (n = 410,000); note: potency is the fitted concentration of half-maximal effect; % of control where 0% means no effect; nearly all actives have a fitted effect of over 50% in size
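Cell-based yeast growth screen: TDP-43 expression induced in galactose, inoculum OD600=0.02 after raffinose pregrowth to mid-log. Read-out BacTiter-Glo luminescence at 24 hr, 30 deg C; inhibition of toxicity seen as signal increase.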
FUS suppressor – suppressors of FUS proteinopathy in yeast | S. cerevisiae FUS-expressing, growth rescue, OD600, 24 h | Potency, µM (titrated, usually from 76.6 µM), inactives show at the highest dose growth rescue (activation), usual class: activators | actives 0.24% (n = 390,000);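 note: potency is the fitted concentration of half-maximal effect; plate controls were DMSO vehicle for no effect and reference control for full effect; nearly all actives have a fitted effect of over 55% in size; some results filed as inactive show a strong effect at the top dose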
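Yeast FUS proteinopathy model; galactose-induced FUS (2%), starting OD 0.005. Cpds in dilution series, 24hr, 30C, 99% humidity. Abs 600 nm growth. Pos ctrl CP55940 (top 92uM final); neg ctrl DMSO.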
pAkt inh – Akt phosphorylation inhibition | AID 651550 | actives 0.32% (n = 360,000) | activity change, % for hits at 50 µM | Neuro2A IGF-stimulated pAkt S473 HTRF, 20 min; active compounds read low; in the data active = activity change below about -80%; inconclusive = mostly about -51% to -80%; note: % is set by controls: 0 for no effect and ±100 for the full control effect
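Neuro2A cells (4,500/well, DMEM with 0.5% FBS) were treated with compound at a single 50 µM final concentration, stimulated with 6 nM IGF for 20 min at 37 °C, and lysed. Phospho-Akt Ser473 was read by HTRF as 665/615 ratio ×10^4.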
Abeta yeast res – compounds reversing amyloid beta toxicity in yeast; yeast expressing A-beta42, growth rescue, OD600, 48 h; response scale: 0% DMSO, 100% iron-clioquinol control; Potency, µM (top dose mostly 46.1 µM), for inactives: at the highest dose growth rescue, usual class: activators; actives 0.063% (n = 410,000); AID 1347071; note: potency is the fitted concentration of half-maximal effect; nearly all actives have a fitted effect of over 55% in size
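Yeast A-beta toxicity model in growth medium with pinned compounds, 48 h at 30 C; growth read as absorbance at 600 nm. Normalized to FeCl3/clioquinol equimolar mix (positive) and DMSO (negative).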
GLP1R inv ag – GLP-1 receptor (human) inverse agonism. P43220. HEK293 GLP-1R CRE-luciferase, luminescence, 24 h; GLP-1R form is constitutively active. Potency, µM (top dose mostly 38.3 µM), for inactives: at the top dose activity change, negative = inhibition, usual class: inhibitors. actives 1.6% (n = 410,000). AID 624417; note: potency is the fitted concentration of half-maximal effect; % is set by controls: 0 for no effect and ±100 for the full control effect; nearly all actives have a fitted effect of over 55% in size
Target sequence (P43220 whole entry, looked up): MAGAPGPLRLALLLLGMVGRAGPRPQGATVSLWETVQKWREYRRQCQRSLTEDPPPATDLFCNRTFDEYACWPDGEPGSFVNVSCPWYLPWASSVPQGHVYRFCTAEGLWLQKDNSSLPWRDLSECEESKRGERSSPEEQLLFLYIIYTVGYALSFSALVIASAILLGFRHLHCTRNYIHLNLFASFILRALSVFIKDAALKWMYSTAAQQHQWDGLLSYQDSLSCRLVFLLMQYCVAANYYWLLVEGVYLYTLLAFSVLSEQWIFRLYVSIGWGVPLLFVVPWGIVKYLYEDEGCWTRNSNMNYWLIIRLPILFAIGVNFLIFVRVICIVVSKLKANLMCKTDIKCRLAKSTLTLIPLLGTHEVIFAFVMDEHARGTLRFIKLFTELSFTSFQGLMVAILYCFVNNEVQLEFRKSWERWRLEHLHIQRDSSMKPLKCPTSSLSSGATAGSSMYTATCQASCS
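Readout was luciferase luminescence, measured 12 min after detection reagent at room temperature. Beforehand, GLP-1R reporter HEK293 cells had sat 12 h, then received compounds for 24 hr at 37 deg C.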
GLP1R ag – activates the human GLP-1 receptor; HEK293 GLP-1R CRE-luciferase, luminescence, 4-6 h; cells express a hypersensitive GLP-1R form; AID 624172; Potency, µM (doses to about 45.6 µM), without a hit: at the top dose activation, hits mostly activators; actives 0.007% (n = 380,000); note: potency is the fitted concentration of half-maximal effect; % of control where 0% means no effect
aSyn rescue – rescues yeast growth from alpha-synuclein toxicity. Yeast expressing alpha-synuclein, growth rescue, BacTiter-Glo, 24 h. Potency, µM (highest dose often 46.1 µM), without a hit: top-dose growth rescue (activation), actives largely listed as activators. actives 0.14% (n = 370,000). AID 652106; note: potency is the fitted concentration of half-maximal effect; % of control where 0% means no effect; nearly all actives have a fitted effect of over 65% in size
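Rescue of yeast growth: cells expressing toxic alpha-synuclein, induced in galactose at OD600 0.02, incubated with compound 24 h at 30 C. ATP luminescence quantified growth; inhibitors of toxicity appear as activators.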
PTHR1 ag – agonists of human PTHR1 parathyroid hormone receptor; Potency, µM (titrated, usually from 115 µM), without a hit: at the top dose activation, usual class: activators; AID 743266; HEK293 GP2 PTHR1 cells, GloSensor cAMP luminescence, 1 h; actives 0.075% (n = 410,000); note: potency is the fitted concentration of half-maximal effect; nearly all actives have a fitted effect of over 55% in size; some results filed as inactive show a strong effect at the top dose; inactives centre near -15; many of its hits are not listed in these tables
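HEK-293-derived GP2 cells expressing PTHR1 and a GloSensor cAMP reporter, 3,000/well, plated overnight, given luciferin plus IBMX (each 0.5 mM as added) for 1 h at 37 °C, then compound for 1 h at 37 °C. Luminescence was read after 15 min at room temperature.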
The depositor's hits bear a star; i = inactive; u = inconclusive; x = not tested or not shown; [ ] = another dose, or the depositor's remark. Unless noted, calls come from the whole dose curve; as a rule, active = well fitted curve in the direction sought with a large enough effect; inconclusive = small, poorly fitted or top-dose-only effect, or another doubt; inactive = no such curve, though single readings can be large; an effect the other way counts as inactive or inconclusive.

SMILES | D3 antag | TDP-43 yeast inh | FUS suppressor | pAkt inh | Abeta yeast res | GLP1R inv ag | GLP1R ag | aSyn rescue | PTHR1 ag
CCCCn1c(N)c(N(CC(C)C)C(=O)C2CCN(S(=O)(=O)c3ccc(C)cc3)CC2)c(=O)[nH]c1=O | -23 | 12% | -5% | i | 11% | 3% | -10% | 5% | i
CCCCn1c(N)c(N(CCOC)C(=O)CCN2C(=O)C3CC=CCC3C2=O)c(=O)[nH]c1=O (stereo unspecified) | 28 | 20% | -3% | i | 1% | -3% | -1% | u | i
CCc1ccc(NC(=O)Cn2c(=O)n(CCC(=O)NCCc3ccc(Cl)cc3)c(=O)c3ccccc32)cc1 | x | 8% | 10% | x | -8% | 18% | 2% | x | -95%
O=C(NCc1ccccc1)C1=C[C@@H](c2csc3ccccc23)C[C@@H](OCCCCO)O1 | 1 | 28% | 39% | i | 1% | u | 0% | -9% | -14%
COc1cccc(N2CC(NC(=O)c3cccc(OC)c3OC)CC2=O)c1 (stereo unspecified) | x | 20% | 6% | x | -11% | 12% | x | x | 21%
CSc1ccc(CN2CCC(N3CCC(C(=O)NC4CC4)CC3)CC2)cc1 | -1 | 12% | 1% | i | -1% | u | -6% | -3% | -43%[inhibitor]
O=C(Cn1nnc(-c2ccccc2-n2cnnn2)n1)N1CCCCC1 | 0 | -4% | -2% | x | -6% | 6% | -9% | 4% | i
COC(=O)c1ccc(NC(=O)c2ccc(C)cc2)o1 | 3 | 1% | -12% | i | -10% | 14% | -3% | -6% | -57%[inhibitor][57.5 µM]
CCCCc1nc2cc(C(=O)NCc3cc(C)n(C)n3)ccc2o1 | -15 | 10% | -20% | i | -15% | 13% | 3% | -6% | -28%
O=C(NCC(F)(F)F)c1cc2c(c(-c3cccc(-c4ccccc4F)c3)n1)[C@@H](CCO)N(C(=O)CC1CC1)C2 | 5 | u | u | i | -5% | u | -1% | u | 10%
O=C(NC(=S)Nc1cccc2ncccc12)c1ccco1 | -3 | -1% | -24% | i | 3% | 13% | -2% | -4% | -23%
CNC(=O)c1nn(-c2ccc(C)cc2)ccc1=O | 22 | -3% | -16% | i | 9% | 14% | -1% | 1% | i
O=S(=O)(CCN(CCS(=O)(=O)C(F)(F)F)CC1CCCO1)C(F)(F)F (stereo unspecified) | 9 | -15% | -7% | i | -10% | 24% | 4% | -94%[inhibitor] | i
O=C1CC(C(=O)Nc2cccc(F)c2)n2ncnc2N1 (stereo unspecified) | 8 | 1% | -2% | i | -3% | 5% | 6% | 4% | i
Cn1c(SCC(=O)Nc2cccc(S(=O)(=O)NC3=NCCCCC3)c2)nnc1-c1ccccc1 | 27 | 5% | 0% | i | 5% | 4% | -5% | -6% | -35%[inhibitor]
CCCCNc1ccc(C(CC(N)=O)NC(=O)c2cc(C)cc(C)c2)cc1[N+](=O)[O-] (stereo unspecified) | 9 | 18% | -24% | i | 5% | 14% | -1% | 0% | -26%
CCOc1ccc(C(C)NC(=S)NCc2ccc(F)cc2)cc1 (stereo unspecified) | -2 | u | 13% | i | u | u | 2% | 10% | -17%
O=C(c1ccncc1)N1CCN(c2cccc(C(F)(F)F)c2)CC1 | -6 | -2% | 19% | i | 2% | 3% | -9% | 1% | i
CCOC(=O)C1=C(C)N(C)C(=O)NC1c1cccc(O)c1 (stereo unspecified) | 10 | -5% | -91%[inhibitor] | i | 16% | 5% | -1% | -3% | -6%[57.5 µM]
O=C(Nc1ccccc1)Nc1cccc(Cl)c1Cl | 41 | u | x | i | -13% | u | -5% | -9% | -18%
OC1CCC(Nc2ccn3nc(-c4cccc(Cl)c4)cc3n2)CC1 (stereo unspecified) | 23 | u | 9% | i | 8% | 20% | 13% | 7% | -37%[inhibitor]
C[n+]1ccc(C(=O)N/N=C/c2ccco2)cc1 | -8 | 21% | x | i | -13% | 1% | 7% | -6% | i
COc1cccc(C(C)(O)c2nc(-c3csc4ccccc34)cs2)c1 (stereo unspecified) | 9 | 35µM* | 30% | i | 26% | u | 14% | -1% | -42%[inhibitor]
CC(C)Sc1nc2c(cnn2-c2ccc(F)cc2)c(=O)[nH]1 | 9 | 11% | 7% | i | -16% | -1% | 4% | 0% | -20%
COc1ccccc1NC(=O)n1ncc2c(C)cccc21 | x | 19%[9.22 µM] | -29% | x | -19% | 2% | x | x | 0%
COc1ccc(C2CC(=O)N(CC(=O)Nc3cccc(C)c3C)c3ccccc3S2)cc1OC (stereo unspecified) | x | 17% | 6% | x | -1% | 29% | 38% | 8% | -38%[inhibitor]
COCCNC(=O)c1ccc(Cl)c(S(=O)(=O)Nc2cccc(C)c2C)c1 | -2 | -6% | x | i | -3% | -4% | -5% | 1% | -13%
O=C(COc1cc(Cl)c(Cl)cc1Cl)NCCN1CCOCC1 | u | 1% | 20% | i | -2% | 4% | u | -10% | -13%
O=C(CCCC(=O)NN=Cc1ccccc1Cl)NN=Cc1ccccc1Cl | 0 | 24% | x | i | 7% | -14% | 1% | 5% | -33%[inhibitor]
O=C1CC(c2ccc(F)cc2)c2c(c3ccccc3[nH]c2=O)O1 (stereo unspecified) | x | 22% | -10% | x | -4% | 8% | -4% | -2% | -20%
CCCCn1nnc(NC(=O)c2ccc(-c3ccccc3[N+](=O)[O-])o2)n1 | u | 5% | -19% | i | 0% | -24% | -5% | 6% | -4%
COc1cc(CNCc2ccc(OC)cc2OC)cc(OC)c1 | -7 | 9% | 6% | i | -23% | -12% | 2% | -2% | -19%
COc1cc(C(=O)OCC(=O)N2CCN(S(=O)(=O)c3ccc(C)cc3C)CC2)c([N+](=O)[O-])cc1OC | 14 | 13% | x | i | -15% | 6% | -5% | -2% | -23%
O=c1c2ccccc2nc2n1CCCN2 | -4 | 14% | -31% | i | 2% | 31% | 4% | -5% | -18%
Cc1ccc(C(C)(C)NC(=O)C2CCC(=O)N(Cc3ccccc3F)C2)cc1 (stereo unspecified) | 3 | -14% | 11% | i | -5% | -21% | -4% | 7% | i
O=C(CCNS(=O)(=O)c1ccc2c(c1)CCC(=O)N2)NCc1ccc2c(c1)OCO2 | 5 | 1% | 21% | i | 4% | -3% | 8% | 5% | 18%[57.5 µM]

Entries shown so far with an NH in an aromatic ring:
SMILES | D3 antag | TDP-43 yeast inh | FUS suppressor | pAkt inh | Abeta yeast res | GLP1R inv ag | GLP1R ag | aSyn rescue | PTHR1 ag
CCCCn1c(N)c(N(CC(C)C)C(=O)C2CCN(S(=O)(=O)c3ccc(C)cc3)CC2)c(=O)[nH]c1=O | -23 | 12% | -5% | i | 11% | 3% | -10% | 5% | i
CCCCn1c(N)c(N(CCOC)C(=O)CCN2C(=O)C3CC=CCC3C2=O)c(=O)[nH]c1=O (stereo unspecified) | 28 | 20% | -3% | i | 1% | -3% | -1% | u | i
CC(C)Sc1nc2c(cnn2-c2ccc(F)cc2)c(=O)[nH]1 | 9 | 11% | 7% | i | -16% | -1% | 4% | 0% | -20%
O=C1CC(c2ccc(F)cc2)c2c(c3ccccc3[nH]c2=O)O1 (stereo unspecified) | x | 22% | -10% | x | -4% | 8% | -4% | -2% | -20%

Full records as entered above. Order of screens: D3 antag, TDP-43 yeast inh, FUS suppressor, pAkt inh, Abeta yeast res, GLP1R inv ag, GLP1R ag, aSyn rescue, PTHR1 ag
CCc1ccc(NC(=O)Cn2c(=O)n(CCC(=O)NCCc3ccc(Cl)cc3)c(=O)c3ccccc32)cc1 is entered as x, 8%, 10%, x, -8%, 18%, 2%, x, -95%
Cn1c(SCC(=O)Nc2cccc(S(=O)(=O)NC3=NCCCCC3)c2)nnc1-c1ccccc1 is entered as 27, 5%, 0%, i, 5%, 4%, -5%, -6%, -35%[inhibitor]
O=S(=O)(CCN(CCS(=O)(=O)C(F)(F)F)CC1CCCO1)C(F)(F)F (stereo unspecified) is entered as 9, -15%, -7%, i, -10%, 24%, 4%, -94%[inhibitor], i

The results go on.
SMILES | D3 antag | TDP-43 yeast inh | FUS suppressor | pAkt inh | Abeta yeast res | GLP1R inv ag | GLP1R ag | aSyn rescue | PTHR1 ag
C=CCn1c(CCNC(=O)C(C)(C)C)nc2ccccc21 | -13 | -4% | -11% | i | 2% | -5% | -1% | -1% | i
COc1ccc(C(=O)/C=C/C(=O)N(Cc2ccc(F)cc2)C(C(=O)NC2CCCCC2)c2ccncc2)c(O)c1 (stereo unspecified) | 3 | 20µM* | x | i | -10% | u | -4% | 25µM* | -13%
CCOC(=O)c1sc(Nc2ccccc2)nc1C | 19 | u | 9% | i | 10% | u | 3% | 4% | -30%[inhibitor]
COc1cc2c(cc1OC)C(c1cccc(Br)c1)NC(=O)C2 (stereo unspecified) | 10 | 15% | -9% | i | -3% | 33%[activator] | 1% | -4% | -27%
Cc1ccc(CC2(c3ccccc3)NC(=O)NC2=O)cc1 (stereo unspecified) | -6 | -25% | 23% | i | -11% | u | 2% | -2% | -9%
Cc1ccc(NC(=O)CCc2ccccc2)cc1C | -6 | u | -14% | i | 0% | u | 20% | 0% | -7%
O=C1CSC(c2ccccn2)N1c1ccc(F)cc1F (stereo unspecified) | 6 | 11%[9.22 µM] | 4% | i | -9% | 16% | 0% | -6% | i
CCOc1ccc(CN(C)CC(=O)NCc2ccc(F)cc2)cc1 | -1 | 11% | -18% | i | -11% | u | 21% | 0% | i
COC(=O)c1[nH]nc2c1C(=O)N(Cc1ccccc1)C2=O | -19 | -12% | -9% | i | -21% | -8% | -3% | -21% | i
Cc1ccc(NC(=O)C2CCN(c3nn4c(=O)cc(C)nc4s3)CC2)cc1 | x | 14% | 7% | x | -13% | -5% | x | x | i

An excerpt (hit frequency here may not be typical).
